# From PubChem BioAssay
# RGS4 inhibitor: human RGS4 inhibition. Potency, µM (doses to about 114 µM), for the others: at the highest dose activity change, negative = inhibition, usual class: inhibitors. Transcreener GDP fluorescence polarization, RGS4-accelerated GTP hydrolysis. P49798. 0.039% of 390,000 active; further: on the % scale 0 is the no-effect control and ±100 the full control effect; nearly all actives have a fitted effect of over 75% in size; some results filed as inactive show a strong effect at the top dose
#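 MLSMR compounds (23 nl, pin-transferred) preincubated 10 min at room temperature with a 500nM (2x) first reagent, then RGS4 at 900nM (2x) plus Transcreener GDP mix added; fluorescence polarization (620/688 nm) read before and after 90 min at 30 °C.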
# IDH1 R132H inh: inhibitors of human mutant IDH1 R132H; O75874; IDH1-R132H enzyme, NADPH consumption, diaphorase/resazurin fluorescence; 0.093% of 390,000 active; Potency, µM (series often up to 76.6 µM), inactives show at the top dose activity change, negative = inhibition, hits mostly inhibitors; AID 602179; further: on the % scale 0 is the no-effect control and ±100 the full control effect; nearly all actives have a fitted effect of over 65% in size
#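 IDH1-R132H (0.5 ug/mL dispensed) in pH 7.5 Tris buffer was preincubated 30 min with compound, then given a substrate mix of 0.016 mM NADPH and 2 mM alpha-KG for 80 min at room temperature; remaining NADPH was read by diaphorase/resazurin fluorescence.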
# TrxR1 inh: rat TrxR1 inhibition; 1% of 390,000 active; AID 588453; Potency, µM (titrated, usually from 114 µM), without a hit: top-dose activity change, negative = inhibition, most hits filed as inhibitors; O89049; recombinant rTrxR1, NADPH fluorescence consumption, selenite substrate; further: on the % scale 0 is the no-effect control and ±100 the full control effect; nearly all actives have a fitted effect of over 65% in size
#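 Rat TrxR1 (90 nM in the dispensed reagent) was pre-reduced with 400 uM NADPH for 5 min at room temperature, then incubated with compound for 15 min. After 400 uM selenite was added, NADPH fluorescence (Ex 340/Em 450 nm) was followed for 8 min.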
# Vif-APOBEC3F blk: inhibitors of Vif-A3F interaction | HeLa A3F-eYFP + Vif (tagged APOBEC3F with the HIV-1 protein that degrades it), YFP fluorescence increase | Potency, µM (series often up to 46.1 µM), for inactives: at the top dose activity, negative = active | 0.2% of 390,000 active | AID 602313; further: % of control where 0% means no effect; nearly all actives have a fitted effect of over 65% in size
#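 Fluorescence increase (Ex 488/Em 500-530) after overnight compound treatment at 37 deg C flags inhibition of Vif-driven A3F-eYFP loss in stable HeLa A3F-eYFP/Vif cells seeded overnight beforehand.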
# USP1-UAF1 inh: blocks the human USP1/UAF1 deubiquitinase complex; O94782; recombinant USP1/UAF1, Ub-Rhodamine cleavage fluorescence; Potency, µM (highest dose often 57.1 µM), inactives show at the highest dose activity change, negative = inhibition, actives largely listed as inhibitors; 0.23% of 390,000 active; AID 743255; further: on the % scale 0 is the no-effect control and ±100 the full control effect; nearly all actives have a fitted effect of over 60% in size; inactives centre near -12
#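 Step one: compound is pinned into 1nM USP1/UAF1 in HEPES pH 7.8 buffer with TCEP. Step two: 15 min room-temperature incubation. Step three: Ub-Rho (150nM final) starts cleavage, tracked by fluorescence over six one-minute reads.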
# Vif-A3G inh: inhibitors of Vif-APOBEC3G interaction | HeLa A3G-eYFP + Vif (tagged APOBEC3G with the HIV-1 protein that degrades it), YFP fluorescence, overnight | 0.076% of 410,000 active | Q9HC16 | Potency, µM (highest dose often 46.1 µM), for inactives: top-dose activity, negative = active, actives largely listed as inhibitors;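 further: on the % scale 0 is the no-effect control and ±100 the full control effect; nearly all actives have a fitted effect of over 60% in size; hits raise eYFP signal because A3G escapes Vif-driven loss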
# Target sequence (Q9HC16 whole entry, looked up): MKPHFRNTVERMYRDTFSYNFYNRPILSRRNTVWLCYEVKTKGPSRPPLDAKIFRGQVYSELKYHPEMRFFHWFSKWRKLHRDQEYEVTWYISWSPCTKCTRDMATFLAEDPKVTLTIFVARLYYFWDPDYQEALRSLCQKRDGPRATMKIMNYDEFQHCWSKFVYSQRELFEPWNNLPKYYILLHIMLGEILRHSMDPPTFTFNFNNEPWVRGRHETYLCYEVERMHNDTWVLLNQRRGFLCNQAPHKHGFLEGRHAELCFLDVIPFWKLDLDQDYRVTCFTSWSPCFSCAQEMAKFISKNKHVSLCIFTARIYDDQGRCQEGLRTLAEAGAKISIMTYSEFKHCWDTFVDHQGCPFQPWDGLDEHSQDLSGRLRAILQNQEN
#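 Read-out is eYFP fluorescence (Ex 488/Em 500-530) from Vif-expressing HeLa A3G-eYFP cells; more signal means A3G escaped Vif-mediated degradation. Cells plated overnight, compound pinned in, incubated overnight at 37 deg C.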
# TrxR1 substrate: substrates of rat thioredoxin reductase 1. O89049. purified TrxR1 substrate turnover, NADPH consumption readout. Potency, µM (doses to about 114 µM), inactives show top-dose activity change, negative = substrate turnover. 0.01% of 390,000 active. AID 588456; further: on the % scale 0 is the no-effect control and ±100 the full control effect; nearly all actives have a fitted effect of over 50% in size
#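 Rat TrxR1, dispensed at 90 nM, was prereduced with 400 uM NADPH (final) for 5 min at ~22 deg C, then incubated with compound 15 min before 400 uM selenite. A first-read NADPH fluorescence drop versus no-compound background flagged substrates.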
# 12-LOX inh: blocks human arachidonate 12S-lipoxygenase | P18054 | 1.1% of 580,000 active | Potency, µM (top dose mostly 108 µM), inactives show at the highest dose activity change, negative = inhibition, usual class: inhibitors | purified 12hLO, xylenol orange hydroperoxide absorbance; further: on the % scale 0 is the no-effect control and ±100 the full control effect
# Target sequence (P18054 whole entry, looked up): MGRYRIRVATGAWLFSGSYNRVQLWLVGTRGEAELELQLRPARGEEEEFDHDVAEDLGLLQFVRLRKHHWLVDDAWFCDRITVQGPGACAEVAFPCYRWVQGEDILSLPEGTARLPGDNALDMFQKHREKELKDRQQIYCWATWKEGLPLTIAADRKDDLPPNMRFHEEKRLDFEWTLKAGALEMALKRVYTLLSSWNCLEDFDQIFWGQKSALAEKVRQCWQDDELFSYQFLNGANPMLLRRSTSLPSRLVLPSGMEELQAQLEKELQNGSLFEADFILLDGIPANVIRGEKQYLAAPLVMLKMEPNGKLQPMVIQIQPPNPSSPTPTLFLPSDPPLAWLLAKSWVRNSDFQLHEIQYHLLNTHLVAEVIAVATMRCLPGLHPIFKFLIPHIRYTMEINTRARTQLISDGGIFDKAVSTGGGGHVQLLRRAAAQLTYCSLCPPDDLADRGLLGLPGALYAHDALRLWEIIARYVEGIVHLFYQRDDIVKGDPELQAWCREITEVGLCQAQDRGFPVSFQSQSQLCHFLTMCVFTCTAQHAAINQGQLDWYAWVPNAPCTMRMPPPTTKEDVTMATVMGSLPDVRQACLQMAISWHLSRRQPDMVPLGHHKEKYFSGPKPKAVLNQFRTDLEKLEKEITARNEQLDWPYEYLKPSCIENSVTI
#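 Purified human 12hLO (150 nM final) in 25 mM Hepes, 0.01% Triton X-100, pH 7.0 was preincubated 15 min at room temperature with compound. Then 40 uM arachidonic acid was added, 30 min. Hydroperoxide was read by Fe-XO absorbance ratio 573/405 nm.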
# RXFP1 agonist: activates the human relaxin receptor RXFP1 | Q9HBX9 | HEK293T-RXFP1 cAMP TR-FRET, 30 min; response scale: percent of porcine relaxin response, buffer zero | Potency, µM (top dose mostly 57.5 µM), without a hit: at the top dose activation, usual class: activators | 0.3% of 370,000 active; further: on the % scale 0 is the no-effect control and ±100 the full control effect; nearly all actives have a fitted effect of over 60% in size; many of its hits are not listed in these tables
#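 HEK293T cells stably expressing RXFP1 were pretreated with the PDE4 inhibitor Ro 20174, exposed to compounds for 30 min at 37C, lysed, and cAMP was read by TR-FRET. Data normalized to buffer (basal) and 29 nM porcine relaxin (100%).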
# * hit, by the source's call; ? = inconclusive; / = no result given; [ ] = dose if it differs, or a comment. The call rests on the fitted dose curve; in most records, active means well fitted curve in the direction sought with a large enough effect; inconclusive means small, poorly fitted or top-dose-only effect, or another doubt; inactive means no such curve, though single readings can be large; an effect the other way counts as inactive or inconclusive. Potency means the concentration at half of the fitted maximal effect. A portion of the library. The share of hits here may be higher or lower than overall.
structure	RGS4 inhibitor	IDH1 R132H inh	TrxR1 inh	Vif-APOBEC3F blk	USP1-UAF1 inh	Vif-A3G inh	TrxR1 substrate	12-LOX inh	RXFP1 agonist
CCN(CCCNC(=O)C1CCC(=O)N1C1CCCC1)c1cccc(C)c1 (configuration not stated)	0%	1%	-10%	2%	3%	-1%	-12%	0%	-0.1%
Cc1ccc(S(=O)(=O)NCCNC(=O)c2ccccc2)cc1	26%	-2%	1%	-13%	-2%	-7%	-2%	-12%	1.9%
CCOC(=O)c1c(C)[nH]c(C(=O)N2CCc3cc(OC)c(OC)cc3C2)c1C	-15%	-6%	?	-7%	-3%	0%	-17%	1%	2.8%
Cc1cccc(NC(=O)N2CCCc3ccccc32)c1C	-7%	-3%	17%	-4%	-22%	-5%	5%	6%	-2.7%
CC(C)CC(=O)NC(=S)Nc1ccc(NC(=O)c2cccs2)cc1	-4%	-3%	?	1%	-11%	-1%	-3%	-1%	0.0%
CN(CCCCN1CCOCC1)Cc1nc(-c2ccc3c(c2)OCO3)no1	31%	0%	-11%	18%	-6%	5%	-3%	0%	-1.3%
O=C(NCC(=O)N1CCOCC1)c1ccc(Br)o1	-66%	2%	27%	6%	-5%	-4%	11%	17%	0.6%
CC(C)(C)NS(=O)(=O)c1ccc(-c2csnn2)s1	-33%	5%	1%	/	-11%	1%	-2%	-13%	3.9%
C=C1CC2C=C(NC(C)=O)CC(C1)C2 (configuration not stated)	11%	1%	43%[activator]	-1%	-11%	1%	8%	15%	1.0%
COc1ccc(Cl)cc1C(=O)NC(C)C	-6%	-2%	16%[57.1 µM]	-2%	-15%	9%	9%	-14%	1.5%
COc1ccccc1NC(=O)CNc1ccc(F)c(Cl)c1	-2%	11%	17%	-25%	-14%	-13%	0%	21%	-1.5%
Cc1ccnc(NC(=O)/C=C/c2cccs2)c1	-15%	7%	5%[57.1 µM]	2%	-13%	?	-13%[57.1 µM]	7%	-0.8%
CCO[C@H]1OC(C(=O)NC2CC2)=C[C@@H](c2csc3ccccc23)[C@@H]1CCCO	-12%	2%	35%	-8%	-25%	-3%	5%	0%	-0.7%
O=C(CNC(=O)c1ccco1)NCC(=O)OC(C(=O)c1ccccc1)c1ccc(Cl)cc1 (configuration not stated)	-21%[11.4 µM]	6%	-38%	-6%	-19%	-14%	-2%	?	-0.4%
O=C(NCc1nnc2c3ccccc3c(-c3ccccc3)nn12)c1ccc(Cl)cc1	-7%	-16%	25%[57.1 µM]	2%	-19%	5%	4%[57.1 µM]	0%	24%
C=CCn1c(COc2ccccc2F)nnc1SCC(=O)c1c[nH]c2ccccc12	-25%	11%	5%	6%	-16%	0%	-9%	-4%	-2.1%
COc1ccc(N/C(N)=N/c2nc(C)cc(C)n2)cc1	/	-5%	/	-1%	-24%	2%	/	-5%	/
CCN1CCN(C(=O)C(C)Nc2cc(Cl)c(OC)cc2OC)CC1 (configuration not stated)	-23%	12%	26%[57.1 µM]	0%	-5%	0%	-11%[57.1 µM]	-2%	-0.9%
Cc1cn([C@H]2C[C@H](O)[C@@H](CCC(=O)NCc3ccco3)O2)c(=O)[nH]c1=O	26%	17%	19%	-5%	-1%	1%	16%	-2%	/
CC(CNC(=O)CN1C(=O)NC2(CCCCC2C)C1=O)c1ccccc1 (configuration not stated)	5%	4%	-4%	-27%	-14%	0%	-9%	2%	-0.1%
CCOc1cc(/C=C2\SC(=N)N(c3nonc3N)C2=O)ccc1OCC(N)=O	-46%	-2%	3%	6%	-14%	2%	4%	3%	-0.2%
Cc1cc([N+](=O)[O-])c(NCCCCCCO)c([N+](=O)[O-])c1	-16%	4%	-1%	1%	-9%	-6%	-4%	0%	/
O=C(Cc1ccc(Cl)cc1)Nc1ccc(NC(=O)c2cccs2)cc1	-13%	-1%	12%	1%	-11%	2%	4%[57.1 µM]	-1%	0.7%
O=C(CNC(=O)c1ccco1)Nc1ccc(Br)cc1	-21%	0%	8%	-6%	-20%	-2%	8%	-11%	4.6%
COc1cc(CCC(=O)OCC(=O)Nc2ccccc2OC(F)F)cc(OC)c1OC	-25%	8%	13%[57.1 µM]	-2%	?	4%	-4%	-8%	3.1%

# Whole records from above. Order of screens: RGS4 inhibitor	IDH1 R132H inh	TrxR1 inh	Vif-APOBEC3F blk	USP1-UAF1 inh	Vif-A3G inh	TrxR1 substrate	12-LOX inh	RXFP1 agonist
# CN(CCCCN1CCOCC1)Cc1nc(-c2ccc3c(c2)OCO3)no1 is listed with 31%	0%	-11%	18%	-6%	5%	-3%	0%	-1.3%
# C=CCn1c(COc2ccccc2F)nnc1SCC(=O)c1c[nH]c2ccccc12 is listed with -25%	11%	5%	6%	-16%	0%	-9%	-4%	-2.1%
# Cc1ccc(S(=O)(=O)NCCNC(=O)c2ccccc2)cc1 is listed with 26%	-2%	1%	-13%	-2%	-7%	-2%	-12%	1.9%

# (next part)
# Values run as follows: RGS4 inhibitor, IDH1 R132H inh, TrxR1 inh, Vif-APOBEC3F blk, USP1-UAF1 inh, Vif-A3G inh, TrxR1 substrate, 12-LOX inh, RXFP1 agonist
Cn1c2c(c3ccccc31)CCN(CCCCN1CCN(c3ccccc3)CC1)C2=O
  -47%, 1%, 18%[11.4 µM], 14%, -7%, 0%, 15%[57.1 µM], -12%, /
O=C(Nc1ccc(F)cc1F)c1c(C(F)(F)F)ccnc1Oc1ccccc1
  -1%, -9%, 16%, 2%, -21%, -2%, 2%, 12%, -0.9%
CCN(CC(=O)Nc1ccccc1C(F)(F)F)C(=O)c1cccc(N2C(=O)CCC2=O)c1
  -14%, 0%, 6%, -4%, -9%, 0%, -1%, ?, 1.5%
CCc1ccccc1NC(=O)N1CCC(CN2CCc3ccccc3C2)CC1
  -17%, 12%, 2%, 1%, ?, -11%, 5%, -16%, 2.6%
COc1ccc(N(C(=O)c2ccc(S(=O)(=O)N3CCOCC3)cc2)C2C=CS(=O)(=O)C2)cc1 (configuration not stated)
  0%, -5%, 22%, -3%, -7%, 1%, 5%, 18%, 5.5%
CCCCN1C(=O)NC(NC(=O)C2CC2)(C(F)(F)F)C1=O (configuration not stated)
  19%, 0%, 8%, 8%, -1%, -1%, -1%, 6%, -1.1%
COc1cccc(-c2nnn(CC(=O)N(CC(C)C)C3CCS(=O)(=O)C3)n2)c1 (configuration not stated)
  -12%, 11%, 13%, 1%, -17%, 0%, 2%, 12%, 1.3%
Cc1cc(=O)[nH]c(SCC(=O)N2CCN(C(=O)c3ccco3)CC2)n1
  -13%, 0%, -8%, 3%, -18%, -1%, -3%, -8%, /
O=C(CSc1ccccc1)Nc1nnc(C2CC2)s1
  -12%, -6%, 26%, -8%, -18%, 0%, 7%, 264%[activator], -1.3%
Cc1ccc(O)c(NC(=O)c2cc(-c3cccs3)on2)c1
  -32%, -2%, 16%, 7%, -22%, -4%, -1%, 11%, 2.6%

# Part of the list above, limited to TrxR1 substrate, RGS4 inhibitor and IDH1 R132H inh.
Molecule | TrxR1 substrate | RGS4 inhibitor | IDH1 R132H inh
CCCCN1C(=O)NC(NC(=O)C2CC2)(C(F)(F)F)C1=O (configuration not stated) | -1% | 19% | 0%
COc1cccc(-c2nnn(CC(=O)N(CC(C)C)C3CCS(=O)(=O)C3)n2)c1 (configuration not stated) | 2% | -12% | 11%

# An excerpt of these results, field by field:
O=C(CSc1ccccc1)Nc1nnc(C2CC2)s1
  RGS4 inhibitor: -12%
  IDH1 R132H inh: -6%
  TrxR1 inh: 26%
  Vif-APOBEC3F blk: -8%
  USP1-UAF1 inh: -18%
  Vif-A3G inh: 0%
  TrxR1 substrate: 7%
  12-LOX inh: 264%[activator]
  RXFP1 agonist: -1.3%

Cc1ccc(O)c(NC(=O)c2cc(-c3cccs3)on2)c1
  RGS4 inhibitor: -32%
  IDH1 R132H inh: -2%
  TrxR1 inh: 16%
  Vif-APOBEC3F blk: 7%
  USP1-UAF1 inh: -22%
  Vif-A3G inh: -4%
  TrxR1 substrate: -1%
  12-LOX inh: 11%
  RXFP1 agonist: 2.6%

# Next section
# Values run as follows: RGS4 inhibitor, IDH1 R132H inh, TrxR1 inh, Vif-APOBEC3F blk, USP1-UAF1 inh, Vif-A3G inh, TrxR1 substrate, 12-LOX inh, RXFP1 agonist
NC(=O)C1CCN(C(=O)c2ccc3ccccc3c2)CC1
  -11%, -7%, 2%, 4%, -2%, 1%, -2%, 7%, 0.7%
O=C(c1ccc(Cl)cc1)C(Cn1cncn1)C(Sc1ccccc1)c1ccccc1 (configuration not stated)
  3%, 0%, 5%[57.1 µM], -1%, -16%, -9%, 8%[57.1 µM], -18%, -1.2%
CCOC(=O)c1[nH]c2ccccc2c1NC(=O)c1ccccc1OC
  6%, 11%, 6%, -6%, -11%, -17%, -9%, -21%, -2.0%
C=CCn1c(=S)[nH]c2cc(C(=O)Nc3ccc(OC)c(OC)c3)ccc2c1=O
  -13%, 4%, 3%, -6%, ?, -1%, -4%, 19%, 5.5%
Cc1cc(C)c(NC(=O)C2CC(=O)N(c3ccc4c(c3)OCCO4)C2)c(C)c1 (configuration not stated)
  25%, 7%, 30%, 2%, -9%, 0%, 16%, -9%, 5.3%
O=C(OCCCc1cc2ccccc2c(=O)o1)c1ccc2c(c1)OCO2
  11%, 3%, 17%[57.1 µM], 3%, -5%, 2%, -7%, 8%, 0.7%
O=c1cc(-c2ccccc2)[nH]c2ccccc12
  23%, 12%, 27%[57.1 µM], -18%, -15%, ?, 6%[57.1 µM], 0%, 2.9%
